Screens: PubChem, The Scripps Research Institute Molecular Screening Center
OX1R antag-1 = blocks the human orexin 1 receptor; O43613; OX1R-expressing cells, FRET antagonist read-out; inhibition, % at 6.6 µM; 330,000 compounds, 1.8% hits; AID 485270; in the data active = inhibition mostly above about 38%, no sharp cut-off; inactive = mostly below about 40%;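 note: 0% = agonist challenge alone and 100% = reference antagonist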
Target sequence (O43613 whole entry, looked up): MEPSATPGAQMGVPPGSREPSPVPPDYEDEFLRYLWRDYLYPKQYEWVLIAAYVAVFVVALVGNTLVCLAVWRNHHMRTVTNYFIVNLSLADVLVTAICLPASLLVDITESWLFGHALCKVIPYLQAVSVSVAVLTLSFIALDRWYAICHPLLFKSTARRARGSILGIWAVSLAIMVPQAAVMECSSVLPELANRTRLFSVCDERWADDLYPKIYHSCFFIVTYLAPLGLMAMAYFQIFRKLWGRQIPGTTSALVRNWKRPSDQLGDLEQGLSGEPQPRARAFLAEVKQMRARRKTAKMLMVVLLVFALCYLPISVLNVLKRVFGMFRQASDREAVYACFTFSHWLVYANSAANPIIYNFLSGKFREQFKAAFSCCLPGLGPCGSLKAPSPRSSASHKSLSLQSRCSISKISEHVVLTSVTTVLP
OX1R antag-2 = blocks the human orexin 1 receptor. AID 434989. inhibition, % at 5 µM. CHO/OX1R cells, Fluo-8 calcium fluorescence, orexin A. 330,000 compounds, 0.43% hits;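 active = inhibition above its plate's threshold, mean inhibition of all tested compounds on the plate plus 3 SD, cut at about 37% in these data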;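 note: 0% = orexin A challenge wells and 100% = SB-334867-A antagonist wells; not every result past the cut was called active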
The depositor's hits bear a star. Outcome played no part in choosing rows (roughly 2% active in at least one column).

OX1R antag-1	OX1R antag-2	Molecule
13	-40	Cc1ccc(NCc2ccccc2OCc2ccccc2F)cc1
-2	-7	COc1ccc(NC(=O)COc2ccccc2)cc1Cl
10	-14	Cc1nc(NS(=O)(=O)c2ccccc2)sc1C(=O)NNS(=O)(=O)c1ccccc1
16	-13	Cc1ccc(-n2c(N)c(S(=O)(=O)c3ccccc3)c3nc4ccccc4nc32)cc1
25	-14	C=CCNc1nc(NCCO)nc(N2CCCC2)n1
11	-15	COC(=O)c1cc(-c2ccc(Cl)cc2)n[nH]1
16	-14	CCN1C(=O)C(C(=O)Nc2ccc(OC)cc2)C2CC1(C)Oc1ccccc12 (configuration not stated)
-1	-12	N=c1c(S(=O)(=O)c2ccc(Cl)cc2)cc2c(=O)n3ccccc3nc2n1C1CCCC1
17	-17	CC(OC(=O)c1ccc(NS(=O)(=O)c2cccs2)cc1)C(=O)N(C)C1CCCCC1 (configuration not stated)
22	-14	CCC(C)C(NC(=O)OC(C)(C)C)C(=O)NC(Cc1ccccc1)C(=O)OC (configuration not stated)
33	-12	CCCCSc1nnc(-c2ccc(OC)cc2)n1C
12	-23	CCOc1ccccc1C1C(C(=O)Nc2ccccc2OC)=C(C)Nc2nc(CCCO)nn21 (configuration not stated)
8	-27	CCOC(=O)c1c(C)c(C(=O)N2CCN(c3ccc(F)cc3)CC2)c(C)n1C
1	-15	CN=C1SC(CC(=O)Nc2sc(C)c(C)c2C(=O)OC)C(=O)N1C (configuration not stated)
34	-3	O=C(CSC1CCCCC1)Nc1nccs1
13	-33	O=C(COc1ccc(Cl)cc1Cl)NC(=O)N1CCCCC1
3	-4	CC1(C)CC(NC(=O)C2CCCCC2C(=O)O)CC(C)(C)N1 (configuration not stated)
22	-23	CCOc1cccc(Nc2cc3n(c(=O)n2)CCc2cc(OC)c(OC)cc2-3)c1
5	11	CC1=C(C(=O)Nc2ccccn2)C(c2cn(C)nc2C)C2=C(CCCC2=O)N1 (configuration not stated)
13	-25	CN(C)c1ncc(CN2CCC(CO)(CCCc3ccccc3)CC2)s1

Reprinted from the part before: three compounds, followed by the next part.
OX1R antag-1	OX1R antag-2	Molecule
22	-23	CCOc1cccc(Nc2cc3n(c(=O)n2)CCc2cc(OC)c(OC)cc2-3)c1
5	11	CC1=C(C(=O)Nc2ccccn2)C(c2cn(C)nc2C)C2=C(CCCC2=O)N1 (configuration not stated)
13	-25	CN(C)c1ncc(CN2CCC(CO)(CCCc3ccccc3)CC2)s1
12	-9	CCOC(=O)c1cc2n(n1)C(C(F)(F)F)CC(C)N2 (configuration not stated)
6	-9	Cc1ccc(S(=O)(=O)N2CC(O)C[C@H]2C(=O)OCC(=O)c2ccccc2)cc1 (some centres not stated)
16	-18	COc1ccc(CNC(=O)CN(C(=O)CCC(=O)Nc2nccs2)c2ccc(C)cc2)cc1
23	-11	C=CCc1ccc(OCCCCOc2ccc(C(=O)O)cc2)c(OC)c1
20	-3	COCCNc1nc(-c2ccc(OC)cc2)c(-c2ccc(OC)cc2)s1
13	-17	CCOCCn1c(SCCCc2ccccc2)nc2c1c(=O)[nH]c(=O)n2C
5	-19	Cc1cccc(C(=O)OCC(=O)N2CCN(C(=O)c3ccco3)CC2)c1O
6	-5	CC(=O)c1cccc(NC(=O)CCS(=O)(=O)c2cc3c(cc2C)NC(=O)CO3)c1
19	-38	CCc1c(C)nc2cc(-c3cc(OC)cc(OC)c3)nn2c1N1CCN(CCN2CCOCC2)CC1
17	-21	c1ccc(CCN2CCN=C2Nc2ccccc2)cc1
4	-26	CCOC(=O)N1CCC(Nc2c(Nc3cccc(CC)c3)c(=O)c2=O)CC1
0	-11	O=C(COC(=O)C1CCC(=O)N1)Nc1ccc(Br)cc1 (configuration not stated)
14	-9	CN1CCN(C(=S)Nc2ccc(Cl)cc2)CC1
23	-9	CCC(CC)C(=O)c1c[nH]c(C(=O)NCc2ccncc2)c1
11	-24	CCc1cc(=O)oc2c(CN3CCN(C)CC3)c(O)c(Cl)cc12
13	-25	CCCCn1c(N)c(N(Cc2ccccc2OC)C(=O)COc2ccc(C)cc2)c(=O)[nH]c1=O
8	-18	CCN1CCN(C(C(=O)NC2CCCC2)c2ccc(Cl)cc2)CC1 (configuration not stated)
18	-14	C=CCNC(=O)C1CC(=O)N(c2ccc(OCc3ccc(F)cc3)cc2)C1 (configuration not stated)
8	-5	CS(=O)(=O)c1ccc(-c2csc(-c3cccnc3)n2)cc1
14	-5	OC[C@H]1OC(O)[C@@H](O)[C@@H](O)[C@@H]1O (some centres not stated)

OX1R antag-1	OX1R antag-2	Molecule
13	-2	CNC(=O)c1ccc(-n2nc(C)cc2-c2ccccc2)cc1
32	-22	CC(C)CCC1(CCNC(=O)c2cccs2)CCOC(C)(C)C1 (configuration not stated)
44	-4	CCN=C1SC(C(=O)Nc2cccc(C)c2)CC(=O)N1CC (configuration not stated)
11	11	N#Cc1c(-c2ccccc2)[nH]c(=S)[nH]c1=O
5	-4	CC(Nc1ncnc2nc[nH]c12)c1ccccc1 (configuration not stated)
15	-28	Cc1cc2c(cc1C)NC(c1c(C)n(C)n(-c3ccccc3)c1=O)C1=C(CC(C)(C)CC1=O)N2 (configuration not stated)
1	1	CCOC(=O)c1c(C)[nH]c(NC(=O)Nc2c(C)n(C)n(-c3ccccc3)c2=O)c1C
15	3	Cc1ccc(S(=O)(=O)N(CC(=O)Nc2ccccc2C(=O)O)c2ccccc2C)cc1
14	4	COC(=O)CC1=C(C(=O)OC)C(c2ccc3c(c2)OCO3)C(C#N)=C(N)O1 (configuration not stated)
9	-29	O=C(Nc1ccccc1O)/C(=C\c1ccccc1)NC(=O)c1ccccc1
12	-6	COc1cc(OC)nc(S(C)(=O)=O)n1
7	-20	Cc1ccc(S(=O)(=O)N2CCOCC2)cc1C(=O)Nc1nc2ccccc2[nH]1
10	-12	CC(=O)OC[C@H]1O[C@@H](Sc2cccc3cccnc23)[C@H](OC(C)=O)[C@@H](OC(C)=O)[C@H]1OC(C)=O
48*	-2	O=[N+]([O-])c1ccc(S(=O)(=O)N(CC(O)CN2CCCCC2)c2ccccc2)cc1 (configuration not stated)
39	-27	CSc1ccc(S(=O)(=O)NCC(=O)OCC(=O)N(C)C2CCCCC2)cc1[N+](=O)[O-]
11	-4	COc1ccc(Cc2nnc(SC)[nH]c2=O)cc1
28	-27	COc1ccccc1/C=C1\SC(=S)N(NS(=O)(=O)c2ccccc2)C1=O
20	-2	CCOC(=O)c1[nH]ncc1CN1CCC(Cc2cccc(OC)c2)(C(=O)OCC)CC1
8	-9	COCCCNC(=O)CCCOc1ccccc1
12	-37	CCCn1c2c(c(O)c(C(=O)NCCCN(CC)CC)c1=O)CCCC2

Rewritten with each value named: entries from further up.
> CC(=O)c1cccc(NC(=O)CCS(=O)(=O)c2cc3c(cc2C)NC(=O)CO3)c1
  OX1R antag-1: 6; OX1R antag-2: -5

> Cc1ccc(S(=O)(=O)N2CC(O)C[C@H]2C(=O)OCC(=O)c2ccccc2)cc1 (some centres not stated)
  OX1R antag-1: 6; OX1R antag-2: -9

> OC[C@H]1OC(O)[C@@H](O)[C@@H](O)[C@@H]1O (some centres not stated)
  OX1R antag-1: 14; OX1R antag-2: -5

> C=CCNc1nc(NCCO)nc(N2CCCC2)n1
  OX1R antag-1: 25; OX1R antag-2: -14

New compounds follow
OX1R antag-1	OX1R antag-2	Molecule
7	-14	Nc1ccc(OCCCc2c(N)nc(N)nc2N)cc1
7	-3	Cc1sc2nc(SCC(=O)Nc3ccc(S(N)(=O)=O)cc3)[nH]c(=O)c2c1C
15	-4	Cc1ccc(OCc2csc(N)n2)cc1
4	-25	COc1ccc(CNC(=O)CN(C)S(=O)(=O)c2ccc3c(c2)OCCO3)cc1OC
0	-16	CCOC(=O)Nc1ccc2c(c1)N(C(=O)CCN(CC)CC)c1ccccc1S2=O (configuration not stated)
5	-20	OC(c1ccccc1)C(O)c1ccccc1 (configuration not stated)
14	-15	O=C(NCCCn1ccnc1)C(Cc1ccc([N+](=O)[O-])cc1)N1C(=O)c2ccccc2C1=O (configuration not stated)
13	-12	COc1ccc2[nH]c(=O)c(CN(Cc3ccccc3)Cc3nnnn3CC3CCCO3)cc2c1 (configuration not stated)
5	-2	COc1ccc(-c2nnc(SCC(=O)O)n2C)cc1OC
16	-27	Cn1c(=NC(=O)c2ccco2)sc2cccc(F)c21
14	-26	Cc1ccc(N(CC(=O)NCC2CCCO2)C(=O)CCC(=O)Nc2ccccn2)cc1 (configuration not stated)
8	-19	COc1ccccc1/C=C1\NC(=S)N(CC2CCCO2)C1=O (configuration not stated)
18	-20	C=CCSc1nnc(NC(=O)CSc2nc3ccccc3[nH]2)s1
27	-17	CC(C)[C@H](NC(=O)c1ccco1)C(=O)OCC(=O)Nc1ccccc1OC(F)F
2	-12	CC(NC(=O)CSC(=S)N1CCCC1)c1ccc(S(N)(=O)=O)cc1 (configuration not stated)
20	8	O=C(Nc1ccc2c(c1)OCO2)OCc1ccccc1
26	-15	COCCNC(=O)/C(C#N)=C/c1nc(N(C)C)n(-c2ccc(F)cc2)c1Cl
43	-3	COc1ccccc1-n1c(C)nc2cc(C(=O)NCC3CCCO3)ccc21 (configuration not stated)
-5	-2	CN1CCCN(S(=O)(=O)c2cccc(C#N)c2)CC1
-1	-35	C[C@H]1CN([C@@H](C)CO)C(=O)Cc2cc(NC(=O)CCN3CCOCC3)ccc2O[C@@H]1CN(C)Cc1ccc(Oc2ccccc2)cc1

Shown field by field: entries from further up.
Cc1sc2nc(SCC(=O)Nc3ccc(S(N)(=O)=O)cc3)[nH]c(=O)c2c1C
  OX1R antag-1: 7 | OX1R antag-2: -3

Cc1ccc(OCc2csc(N)n2)cc1
  OX1R antag-1: 15 | OX1R antag-2: -4

COc1ccc(CNC(=O)CN(C)S(=O)(=O)c2ccc3c(c2)OCCO3)cc1OC
  OX1R antag-1: 4 | OX1R antag-2: -25

(continued)
OX1R antag-1	OX1R antag-2	Molecule
9	-23	Cc1ccc(-n2ncc3c2CCCC3NC(=O)CCn2ccnc2C)cc1C (configuration not stated)
4	-25	COc1ccc(-c2noc(CCCOc3ccc(Cl)cc3Cl)n2)cc1
21	-9	COc1ccc(N2C(=O)/C(=C3/C=CC=CN3C)SC2=S)cc1
7	-4	OCCCNc1nc(-c2ccc(Cl)cc2)nnc1-c1ccccc1
3	-13	O=C(Nc1ccc(Cl)cc1)C1CC=CCC1C(=O)OCC(F)(F)C(F)F (configuration not stated)
7	-4	COc1cc(O)sc1C=Nc1ccc(Cl)cc1Cl
18	-3	O=C(NC1CCCC1)c1cc(-c2cccs2)on1
12	-9	C=CCC[C@@H](Cc1ccc(F)cc1)C(=O)OC[C@H](Cc1c[nH]c2ccccc12)NC(=O)[C@@H](CC=C)CC(=O)N[C@H](CO)Cc1ccccc1
13	-17	CCCCC1=CC2=C(c3ccco3)C(=O)C(C)(OC(=O)c3ccc(OC)cc3)C(=O)C2=CN1C1CCCCC1 (configuration not stated)
14	-13	CC1CCCN(C(=O)CCCn2c(=S)[nH]c3ccccc3c2=O)C1 (configuration not stated)
63*	-20	CCCn1nnc(NC(=O)c2ccc([N+](=O)[O-])cc2Cl)n1
22	-17	CCOC(=O)CSc1nnc(CNC(=O)c2ccc(OC)cc2)n1C1CCCCC1
4	-8	C=CCNc1nnc(C)c2ccccc12
18	-7	C=C(C)c1cccc(C(C)(C)NC(=O)Nc2ccccc2OCC)c1
14	-25	c1ccn(-c2ccc(-c3ccn[nH]3)cc2)c1
-6	-3	CCOc1ccc(N2CC(C(=O)Nc3cccc(C(=O)NC4CC4)c3)CC2=O)cc1 (configuration not stated)
-2	9	CCN(CCCCCN(C)C)Cc1cc2ccccc2o1
17	-23	CCN(C(=O)COC(=O)c1ccc(S(=O)(=O)N2CCCc3ccccc32)cc1)C1CCS(=O)(=O)C1 (configuration not stated)
3	-2	CC(=O)Nc1ccc(S(=O)(=O)NC(C)C(=O)OCC(=O)NC2CCCC2)cc1 (configuration not stated)
8	-2	Cc1occc1-c1nnc(SCC(N)=O)o1

OX1R antag-1	OX1R antag-2	Molecule
16	-34	O=C(CCC(=O)Nc1cc(C(F)(F)F)ccc1Cl)N/N=C\c1cc([N+](=O)[O-])ccc1O
23	-7	CCc1ccc(OCC(=O)Oc2ccc([N+](=O)[O-])cc2)cc1
18	-3	CN(C)c1ccc(C=Nc2cnn(C)c2C(N)=O)cc1
15	-8	COc1ccccc1Nc1nc2ccc(C)cc2cc1C#N
25	-29	COc1cccc(/C(C#N)=C/c2c(-c3ccc(Cl)cc3)nc3c(C)cccn23)c1
19	-5	Cc1ccc(C(=O)N/C(=C\c2ccco2)C(=O)NCCN2CCOCC2)cc1
27	-12	O=C(NN1C(=O)c2ccccc2C1=O)C1CCCCC1
16	-3	CCn1c(=S)[nH]c2sc3c(c2c1=O)CCCCC3
12	-21	COc1ccc2c(c1)c(=O)cc(C)n2CC(=O)NCc1ccco1
10	-9	Nc1cc(N)nc(SCC(=O)N2CCc3ccccc32)n1
14	-12	COc1ccc(S(=O)(=O)N2CCN(CC(O)COc3ccc(CC#N)cc3)CC2)cc1OC (configuration not stated)
8	-4	CC(C)c1ccc(NC(=O)COC(=O)CC2CCCC2)cc1
10	-25	Cc1ccc(/C=C(\C#N)C(=O)Nc2c(C)cccc2C)s1
19	-26	O=C(Cn1nc(Cc2cccnc2)c2ccccc2c1=O)NCC1COc2ccccc2O1 (configuration not stated)
5	9	COC(=O)c1ccc2c(=O)n(CCN3CCOCC3)c(SCC(=O)Nc3ccc(OC)cc3OC)nc2c1
6	-4	COc1cc2c(cc1O)CCN(C(=O)CSc1nncn1C)[C@@H]2C
13	9	O=C(c1cccc([N+](=O)[O-])c1)N(c1ccccn1)c1ccccn1
